Bioassay records from PubChem BioAssay.
SIRT5 block – SIRT5 desuccinylase inhibitors, primary screen, biochemical, fluorescence imaging, single point, set 5; inhibition, % at 15 µM; Purified SirT5, succinyl-peptide AMC, trypsin-coupled fluorescence; hit rate 1.1% among 330,000; NAD-dependent protein deacylase sirtuin-5, mitochondrial (Homo sapiens), Q9NXA8; in the data active = inhibition above about 15%; inconclusive = no clear call, values can overlap the other calls
Target sequence (Q9NXA8 whole entry, looked up): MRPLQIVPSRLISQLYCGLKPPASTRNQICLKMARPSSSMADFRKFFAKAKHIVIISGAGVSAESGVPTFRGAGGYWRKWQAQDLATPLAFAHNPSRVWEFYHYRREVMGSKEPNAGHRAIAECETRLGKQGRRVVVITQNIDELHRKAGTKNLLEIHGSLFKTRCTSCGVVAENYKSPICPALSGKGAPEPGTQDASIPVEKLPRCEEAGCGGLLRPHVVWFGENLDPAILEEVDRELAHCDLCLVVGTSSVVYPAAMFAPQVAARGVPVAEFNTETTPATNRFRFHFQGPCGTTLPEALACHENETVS
ARNT TACC3 PPI – disruptors of ARNT/TACC3 protein interaction, primary screen, biochemical, AlphaScreen, single concentration | AlphaScreen His-ARNT PAS-B/GST-TACC3 binding, luminescence; TACC3 fragment carries E629A point mutation | inhibition, % at 9.99 µM | hit rate 0.66% among 390,000 | AID 623870, 2012;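 active = mean inhibition of replicates at least 50% and at least half of replicates each reaching 50%; inconclusive = half or more replicates reach 50% but mean below 50%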;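 also: 0% = complete ARNT plus TACC3 wells and 100% = ARNT alone without TACC3; many hits fall short of the cut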
esBAF inh – Bmi1 luciferase reporter increase in mESCs, primary screen, esBAF inhibitor project, mouse ES cells, Bmi1 luciferase knock-in, single point; reporter increase, % at 12.5 µM; hit rate 2% among 350,000; 24 h; 100% = twice the neutral-well signal; in the data active = activation above about 40%; inconclusive = no clear call, values can overlap the other calls;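 also: 0% = median of the plate's neutral control wells and 100% = double that signal; a rise in the Bmi1 reporter signal indicates esBAF inhibition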
Statin myotox sup – suppressors of statin myotoxicity in C2C12 myotubes, primary screen, cell-based, single point, plate reader; hit rate 0.78% among 330,000; rescue of ATP level, % at 7.49 µM; C2C12 myotubes + simvastatin, ATP luminescence, 48 h; scaled: DMSO 0, geranylgeraniol control 100; AID 602340, 2012;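 active = mean ATP rescue above about 67%, or every replicate alone reaching that limit, limit read from the data, passing the limit was not always enough; inconclusive = no clear call, values can overlap the other calls; inactive = mean under the limit and some replicate under it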;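 also: myotubes were challenged with 10 µM simvastatin during compound exposure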
miR122 inh – miR-122 Renilla sensor signal increase in Huh7, primary screen, miR-122 inhibitor project, cell-based, single point, plate reader | AID 602342, 2012 | activation (reporter increase), % at 12.5 µM | hit rate 0.3% among 340,000 | Huh7 miR-122 Renilla luciferase sensor, 48 h; neutral wells = 0, positive control = 100;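 active = mean replicate activation score at least 90 and every replicate individually at or above 90; inconclusive = only one of the two criteria met; inactive = neither criterion met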;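 also: higher luciferase means less miR-122 activity so hits act as miR-122 inhibitors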
Cneo AK release – Cryptococcus neoformans cell lysis inducers, primary screen, AK release luminescence, single concentration; C. neoformans lysis, adenylate kinase release luminescence, 4 h; normalised: neutral wells 0, clomiphene wells 100; lysis activity, % at 15 µM; hit rate 0.2% among 360,000;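 active = mean lysis activity across replicates of at least 80%, whatever share of replicates individually reach that level; inactive = mean lysis activity below 80%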
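read-out = cell lysis signal | test system = log-phase Cryptococcus neoformans yeast cells | input = cells at 5 × 10^6 per mL | medium = fresh YPD growth medium | signal = luminescent adenylate kinase detection reagent | timing = 4 h at 37 °C static, read 1 h later | dosing = single dose | controls = Clomiphene as positive lysis control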
ERp5 inh – inhibitors of ERp5-driven insulin aggregation, primary screen, biochemical, turbidity, absorbance 650 nm, single point; inhibition, % at 9.99 µM; 90 min; hit rate 0.05% among 350,000; AID 651711, 2012; Protein disulfide-isomerase A6 (Homo sapiens), Q15084;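 active = mean replicate inhibition above about 25%, with every replicate also reaching it, limit read from the data, passing the limit was not always enough; inconclusive = only one of those two criteria met; inactive = neither criterion met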
Target sequence (Q15084 whole entry, looked up): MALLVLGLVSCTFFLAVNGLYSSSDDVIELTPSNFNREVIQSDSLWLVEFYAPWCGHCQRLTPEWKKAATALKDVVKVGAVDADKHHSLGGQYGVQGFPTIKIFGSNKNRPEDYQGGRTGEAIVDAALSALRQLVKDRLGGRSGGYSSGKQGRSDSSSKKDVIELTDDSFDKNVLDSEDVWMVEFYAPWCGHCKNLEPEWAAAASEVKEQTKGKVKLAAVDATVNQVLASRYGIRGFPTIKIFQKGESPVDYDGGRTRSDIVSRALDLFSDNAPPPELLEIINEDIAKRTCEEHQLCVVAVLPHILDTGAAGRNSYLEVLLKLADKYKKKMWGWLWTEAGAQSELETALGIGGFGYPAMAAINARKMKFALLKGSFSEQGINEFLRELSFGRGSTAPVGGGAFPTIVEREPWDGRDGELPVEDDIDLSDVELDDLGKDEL
The depositor's hits bear a star; ? = inconclusive; · = no result given; [ ] = dose if it differs, or a comment.

No.	mol	SIRT5 block	ARNT TACC3 PPI	esBAF inh	Statin myotox sup	miR122 inh	Cneo AK release	ERp5 inh
1	Cc1cccc(S(=O)(=O)N2C[C@@H](O)COC[C@@H]3O[C@@H](CC(=O)Nc4ccc(-c5ccccc5)cc4)CC[C@H]32)c1	1	-6	-4	-62	-6[16.7 µM]	1	-3
2	C/C(=N/OC(=O)c1cccc(C(F)(F)F)c1)c1cnccn1	-1	-32	-10	5	3	0	-11
3	COCc1c(C(=O)N/N=C\c2cccs2)nnn1-c1nonc1N	-7	8	-9	-4	-3	0	1
4	O=S(=O)(c1ccc(F)cc1)N1CCCC1	7	-2	-6	1	-2	2	0
5	CCCCCOC(=O)Nc1nnc(CCCCC)s1	7	-12	1	-2	-5	18	4
6	CC(=O)c1c(C)cc(C)c(CSc2ccccn2)c1C	-2	-7	13	4	-4	3	0
7	CN(C)CC#Cc1ccc([C@@H]2[C@H](CO)N3CCCCN(C(=O)Nc4ccccc4F)C[C@@H]23)cc1	2	5	1	9	18[16.7 µM]	62	2
8	CC=Cc1ccc2n(c1=O)C[C@H]1[C@H](CO)[C@@H](C(=O)NCc3ccccc3)N(S(C)(=O)=O)[C@@H]21 (mixture of isomers)	-2	2	1	4	0[16.7 µM]	3	12
9	C[C@H](CO)N1C[C@H](C)[C@@H](CN(C)Cc2ccc(Cl)c(Cl)c2)Oc2ccc(NC(=O)c3ccncc3)cc2CC1=O	17*	·	-2	133*	-3[16.7 µM]	1	0
10	Cc1cc(NC(=O)Cn2c(=O)oc3ccccc32)no1	5	-8	2	-7	1	-1	5
11	O=C(CN1C(=O)COc2ccccc21)N1CCCC1	13	-3	5	8	-1	-1	-1
12	COc1ccc(S(=O)(=O)Nc2ccc3c(c2)C(=O)N([C@@H](C)CO)C[C@@H](C)[C@@H](CN(C)C(=O)NC2CCCCC2)OCCCC[C@H](C)O3)cc1	1	-8	10	·	5[16.7 µM]	3	-1
13	Cc1cc(NC(=O)CCC(=O)N(c2ccccc2)C(C(=O)NC2CCCC2)c2ccccc2)no1 (stereo not drawn)	·	2	5	·	-4	0	·
14	Cc1ccc(N2C(=O)C3CCC(C)(C2=O)C3(C)C)cc1C (stereo not drawn)	-4	-7	·	·	·	·	-5
15	COCCN(C(=S)Nc1ccccc1OC)C(C)c1cccs1 (stereo not drawn)	-2	2	1	-2	16	10	?
16	Cc1csc(=O)n1CC(=O)OCC(=O)c1c(N)n(C)c(=O)n(C)c1=O	-2	-1	-6	-12	·	0	16
17	CCOC(=O)Cc1cc(OC)c(OC)cc1Cc1cc(OC)c(OC)cc1CC(=O)OCC	·	-18	-7	6	0	-10	·
18	CCOC(=O)/C(=C/c1ccc(OC(F)F)cc1)C1=Nn2c(nnc2-c2ccc(Cl)cc2)SC1	·	2	-81	6	3	-1	2
19	COc1ccc(N2CCN(S(=O)(=O)c3cc4c(cc3C)N(C(C)=O)CCO4)CC2)cc1	-1	6	-2	24	8	0	6
20	CCOC(=O)c1nnn(-c2nonc2N)c1-c1cccs1	·	-3	-8	2	-6	9	·
21	C[C@@H]1CN([C@H](C)CO)C(=O)c2cc(NC(=O)C3CCCCC3)ccc2O[C@@H]1CN(C)C(=O)NC1CCCCC1	-4	-6	-7	-21	-3[16.7 µM]	0	0
22	Cc1cccc(N(C)S(=O)(=O)c2ccc3c(c2)CCC(=O)N3)c1	·	-6	3	6	0	4	·
23	CC(C)c1ccc(C(=O)NC(=S)Nc2ccc3[nH]c(=O)[nH]c3c2)cc1	-2	-3	-5	0	0	·	3
24	COc1ccc(NC(=O)Nc2ccc3c(c2)C(=O)N([C@H](C)CO)C[C@H](C)[C@H](CN(C)CC2CCCCC2)OCCCC[C@@H](C)O3)cc1	1	3	-1	-27	8[16.7 µM]	1	-3
25	C=CCn1c(N)cc(=O)nc1SCC(=O)N(c1ccccc1)c1ccccc1	-7	-6	·	·	·	-2	-4

(list continues)
No.	mol	SIRT5 block	ARNT TACC3 PPI	esBAF inh	Statin myotox sup	miR122 inh	Cneo AK release	ERp5 inh
26	Cc1ccccc1COCCN1CCN(S(=O)(=O)c2ccccc2)CCC1=O	1	-4	-5	2	-4	1	-10
27	CC(C)C[C@H](NC(=O)Nc1ccccc1F)C(=O)O	·	-2	2	31	-5	4	·
28	S=c1nc(COc2ccccc2)[nH]c2ccccc12	-3	-16	68*	-6	-3	-4	3
29	COc1ccccc1OC(C)C(=O)NNC(=S)NC1CCCC1 (stereo not drawn)	-1	7	·	·	·	·	16
30	CCCCCC(=O)NNC(=O)c1ccc(-c2ccccc2)cc1	3	-10	-2	13	0	4	-4
31	Cc1cc(F)ccc1S(=O)(=O)Nc1ccccc1C(=O)Nc1ncn[nH]1	·	29	7	-5	0	-7	·
32	N#C/C(=C/c1ccco1)c1nc2ccccc2s1	·	3	·	·	1	-1	·
33	C[C@H]1CN([C@@H](C)CO)C(=O)c2cc(NC(=O)c3ccncc3)ccc2O[C@H]1CN(C)Cc1ccc(-c2ccccc2)cc1	2	3	6	14	-6[16.7 µM]	0	1
34	Cc1cc(C)n2nc(S(=O)(=O)Nc3c(Cl)cccc3Cl)nc2n1	-2	-6	-1	2	-4	0	-6
35	COC(=O)c1ccc(COC(=O)CNC(=O)CNC(=O)c2ccc(C)cc2)cc1	-4	-4	·	·	-10	·	3
36	C#CCN1C(=O)C(O)(CC(=O)c2ccc3c(c2)OCCO3)c2ccccc21 (stereo not drawn)	·	-3	2	1	-1	0	0
37	COCC(=O)N1CCCCN2[C@H](C1)[C@H](c1ccc(C#Cc3cccnc3)cc1)[C@@H]2CO	1	3	·	·	-7[16.7 µM]	48	-1
38	Cc1cs/c(=N\N=C\c2cccc([N+](=O)[O-])c2)n1Cc1ccco1	-5	-2	·	·	·	·	4
39	CCOc1c(Br)ccc2c1sc1nc[nH]c(=O)c12	·	6	-1	-10	-9	4	·
40	CCN(CC)C(=O)CSc1nnc2nnc3cc(OC)ccc3n12	-3	·	·	·	5	-2	-1
41	Cc1ccc(C)c(S(=O)(=O)Nc2cccc(-n3cnnn3)c2)c1	-4	-3	-1	-16	75	0	·
42	Cc1ccc(OCCC(=O)N(CC(=O)Nc2ccccc2C(F)(F)F)Cc2ccco2)cc1	-1	3	-9	-8	0	0	8
43	COCCn1c(C)cc(C(=O)COC(=O)/C=C/c2ccc(OC)cc2OC)c1C	1	-6	-5	9	-15	-1	-8
44	NS(=O)(=O)c1cc(Br)c2c(c1)S(=O)(=O)NCN2	1	·	-2	-2	-5	0	-2
45	CC(C)(C)NS(=O)(=O)c1ccc(NC(=O)C2CCCCC2)cc1	-3	1	11	-20	-6	0	3
46	O=C(CCl)Nc1ccc2c(c1)OCO2	-1	-7	3	5	-5	-3	-3
47	CCn1c(CNC(=O)c2ccco2)nnc1SCC(=O)Nc1cc(C(F)(F)F)ccc1Cl	2	-3	-12	8	-6	0	1
48	C[C@H]1CN([C@@H](C)CO)C(=O)c2cccc(NC(=O)C3CCOCC3)c2O[C@H]1CN(C)Cc1ccc(C(=O)Nc2ccccc2N)cc1	·	2	-2	-1	-5[16.7 µM]	1	7
49	Cc1noc(C)c1COc1ccccc1C(=O)N1CCN(S(=O)(=O)c2ccc(C(C)C)cc2)CC1	-8	·	1	-45	-4	0	1
50	CC(=O)Nc1cccc(NC(=O)Nc2ccc(C)c(Cl)c2)c1	-5	5	·	·	·	·	2

Results in ARNT TACC3 PPI and miR122 inh, for three of the compounds above:
cpd	compound	ARNT TACC3 PPI	miR122 inh
43	COCCn1c(C)cc(C(=O)COC(=O)/C=C/c2ccc(OC)cc2OC)c1C	-6	-15
39	CCOc1c(Br)ccc2c1sc1nc[nH]c(=O)c12	6	-9
31	Cc1cc(F)ccc1S(=O)(=O)Nc1ccccc1C(=O)Nc1ncn[nH]1	29	0

The listing continues.
No.	mol	SIRT5 block	ARNT TACC3 PPI	esBAF inh	Statin myotox sup	miR122 inh	Cneo AK release	ERp5 inh
51	Cc1c(N(C(=O)Cc2cccs2)C2(C(=O)NC3CCCC3)CCCCC2)c(=O)n(-c2ccccc2)n1C	-5	-2	3	2	-4	2	2
52	CC(=O)c1ccc(N2CCN(C(=O)/C=C/c3ccc(S(=O)(=O)NCc4ccco4)cc3)CC2)cc1	-5	2	12	-10	13	·	-14
53	C[C@H](CO)N1C[C@H](C)[C@@H](CN(C)C(=O)Nc2cc(F)ccc2F)Oc2cc(C#CC3CCCC3)ccc2S1(=O)=O	10	-5	-1	8	11[16.7 µM]	3	6
54	Cc1[nH]n(-c2ccc(Cl)cc2)c(=O)c1N=Nc1cccnc1	-1	-6	·	·	·	·	-6
55	COc1cc(NC(=O)COC(=O)CO/N=C(\C)c2ccc3c(c2)OCO3)cc(OC)c1OC	-1	-10	·	·	·	·	-2
56	O=C(c1cccc(F)c1)N1CC[C@@H]2[C@@H](CO)Nc3ccc(C#Cc4ccc(F)cc4)cc3[C@@H]21	·	4	1	-19	-4[16.7 µM]	-1	2
57	Cc1ccc(NC(=O)CC(C)c2ccccc2)cc1S(=O)(=O)N1CCOCC1 (stereo not drawn)	·	0	11	0	3	-1	2
58	C[C@@H]1CN([C@@H](C)CO)S(=O)(=O)c2ccc(-c3cncnc3)cc2O[C@H]1CN(C)Cc1cccnc1	-3	1	-6	-20	-4[16.7 µM]	7	-4
59	CC1=NCCN1CCNC(=O)Nc1ccc(C(C)(C)C)cc1	-1	-1	·	·	-6	0	1
60	O=C(NCCN1CCOCC1)c1ccc(/C=C2\Sc3ccccc3N(Cc3ccccc3F)C2=O)cc1	2	2	5	11	-1	-3	4
61	COC(=O)COc1ccc(NC(=O)c2ccco2)cc1	-3	-5	-6	-3	-2	6	0
62	Cc1cccc(C(=O)NNC(=O)c2cccc(C)c2)c1	-4	-5	5	-5	-3	0	-3
63	CCCCC(=O)NC(=S)Nc1cccc(C(=O)O)c1	-3	-7	44*	2	4	-18	0
64	COc1ccccc1-c1cn(CC[C@H]2CC[C@H](NS(=O)(=O)c3ccccc3C)[C@@H](CO)O2)nn1	-1	2	-3	6	·	3	2
65	Cc1ccc(S(=O)(=O)N2CCOC2CNC(=O)C(=O)NCc2ccco2)cc1 (stereo not drawn)	-4	-3	-4	-10	-6	2	-5
66	O=C(Nc1cc2c(oc1=O)CCCC2=O)c1cccc(Cl)c1	·	-5	16	4	2	-1	·
